High-throughput results deposited in PubChem BioAssay by The Scripps Research Institute Molecular Screening Center.
FBW7 activator: FBW7 E3 ligase activators, primary screen, biochemical, AlphaScreen, human; hit rate 0.13% among 650,000; normalized activity (activation), % at 26.1 µM; AID 1259310, 2017; AlphaScreen FBW7–phospho-cyclin E peptide binding, activator screen; in the data active = normalized activity above about 1.9%;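 also: purified mutant Fbw7 with reduced substrate affinity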
MITF inh: MITF inhibitors, primary screen, biochemical, AlphaScreen, human; Microphthalmia-associated transcription factor (Homo sapiens), O75030; AlphaScreen MITF homodimerization, bead proximity signal; inhibition, % at 2.6 µM; hit rate 0.91% among 650,000; AID 1259374, 2018; in the data active = inhibition above about 50%;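 also: 0% = vehicle wells with protein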
Target sequence (O75030 whole entry, looked up): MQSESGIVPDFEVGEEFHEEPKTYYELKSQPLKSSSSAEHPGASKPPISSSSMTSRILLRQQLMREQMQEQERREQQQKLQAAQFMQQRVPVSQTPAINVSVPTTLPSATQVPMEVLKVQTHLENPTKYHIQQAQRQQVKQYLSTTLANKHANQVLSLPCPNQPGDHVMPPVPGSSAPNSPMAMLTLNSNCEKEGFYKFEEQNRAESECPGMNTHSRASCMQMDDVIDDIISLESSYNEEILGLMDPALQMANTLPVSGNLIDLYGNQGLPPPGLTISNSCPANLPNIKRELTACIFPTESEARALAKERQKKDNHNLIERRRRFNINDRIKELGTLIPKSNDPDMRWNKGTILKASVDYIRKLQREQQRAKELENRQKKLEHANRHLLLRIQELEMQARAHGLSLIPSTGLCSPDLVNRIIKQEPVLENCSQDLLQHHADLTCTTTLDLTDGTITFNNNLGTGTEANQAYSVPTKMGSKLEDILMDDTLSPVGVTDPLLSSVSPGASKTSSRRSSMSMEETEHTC
GPR151 ag: activators of human GPR151, primary screen, cell-based, PathHunter beta-arrestin, luminescence. PathHunter beta-arrestin GPR151 cells. activation, % at 11.2 µM. hit rate 1% among 650,000. AID 1508602, 2020; in the data active = activation above about 4.9%;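 also: 0% = median of compound wells and 100% = cells with positive control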
Target sequence (Q8TDV0 whole entry, looked up): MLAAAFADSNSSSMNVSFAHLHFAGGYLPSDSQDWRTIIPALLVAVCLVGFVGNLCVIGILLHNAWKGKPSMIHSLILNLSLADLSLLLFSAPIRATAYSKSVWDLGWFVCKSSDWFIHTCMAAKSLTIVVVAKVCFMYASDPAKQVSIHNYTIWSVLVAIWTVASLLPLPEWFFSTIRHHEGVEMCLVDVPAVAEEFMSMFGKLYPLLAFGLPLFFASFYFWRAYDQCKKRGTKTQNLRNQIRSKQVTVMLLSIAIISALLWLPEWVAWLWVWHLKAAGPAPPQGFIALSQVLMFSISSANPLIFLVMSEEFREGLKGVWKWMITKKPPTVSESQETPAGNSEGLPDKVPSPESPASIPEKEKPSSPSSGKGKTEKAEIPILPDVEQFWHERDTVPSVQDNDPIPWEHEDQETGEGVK
TEAD-YAP block: TEAD-YAP interaction inhibition, primary screen, TEAD-YAP interaction inhibitor project, luminescence, HEK-TIYL cells | TEAD-Gal4/YAP UAS-luciferase luminescence | inhibition, % at 9.12 µM | hit rate 1.4% among 640,000 | AID 1259422, 2018; in the data active = inhibition above about 32%;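 also: 0% = median of test compound wells and 100% = reference inhibitor wells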
* hit, by the source's call; & = joins results of further samples.

SMILES	FBW7 activator	MITF inh	GPR151 ag	TEAD-YAP block
Cc1ccc(CNC(=O)CSc2nc3ccsc3c(=O)n2Cc2ccccc2)cc1	0.2	-0.2	-0.3	6.7
NC(=O)COC(=O)[C@H](Cc1ccccc1)NS(=O)(=O)c1ccccc1F	-0.2	-19.8	-2.1	3.6
O=C1CC(n2nnn(-c3ccc(O)cc3)c2=S)C2COC1O2 (configuration not stated)	-0.1	2.2	0.6	6.4
O=C(/C=C/c1ccc(Cl)cc1)Nc1cc2cc(Br)ccc2oc1=O	0.0	-3.7	0.1	9.1
CSc1ccc(S(=O)(=O)N(C)C)cc1	0.1	-22.7	-1.2	2.2
O=C(c1ccc2c(=O)n(-c3ccccc3F)c(=S)[nH]c2c1)N1CCCCC1	0.1	-4.4	-0.9	32.7*
COc1ccc(Br)cc1C1SCCN1C(=O)c1cc2ccccc2oc1=O (configuration not stated)	0.0	-2.4	0.8	-3.8
O=S1(=O)N=C2CCCCCN2C(c2ccc(Cl)cc2)N1 (configuration not stated)	0.0	3.2	1.7	0.5
COC(=O)C(CCSC)NC(=O)C1CC(Cc2ccc3c(c2)OCO3)=NO1 (configuration not stated)	0.0	-23.6	0.0	-34.4
NC(=O)[C@@H]1CCCN1C1CCN(c2cccc(NS(=O)(=O)c3ccc(F)cc3)c2)CC1	0.1	18.5	0.1	-5.5
CCn1c(NCc2ccc(OC)c(OC)c2)nc2ccccc21	0.1	-0.9	-0.2	10.6
Cc1nn(C)cc1CNC(=O)c1ccc(Cl)cc1Cl	0.0	-18.0	3.1	2.2
O=C(c1sc2ccccc2c1Cl)N1CCN(c2ccc(C(F)(F)F)cc2[N+](=O)[O-])CC1	0.9	28.4	1.6	-6.3
CCCCN(C)c1ncnc2c1c(-c1ccccc1)cn2-c1cccc(Cl)c1	0.1	6.5	-0.8	-2.8
O=C(COC(=O)c1cc(=O)c2ccccc2o1)NC1CCCCCC1	0.1	15.3	-0.6	0.0
COc1ccccc1Cn1c(CCC(=O)O)nc2cccnc21	-0.3	-3.8	-0.8	-7.7
O=C1CC(c2ccccc2)CC2=C1C(c1ccccc1OCc1ccccc1)Nc1ccccc1N2 (configuration not stated)	-0.1	3.5	2.8	4.4
O=c1cc(CCl)c2ccc(Br)cc2o1	-0.2	-6.4	-2.2	0.7
CC(C)Oc1ccccc1C(=O)N/N=C/c1cc(Br)cc([N+](=O)[O-])c1O	-0.8	21.7	-0.2	-2.8
Cc1nn2c(SCC(=O)Nc3cccc(Cl)c3)nnc2[nH]c1=O	0.1	8.2	0.9	-13.0
CSc1ccc(C2NC(=O)c3ccccc3N2)cc1 (configuration not stated)	0.5	6.0	1.1	-2.5
COC(=O)C1CCN(C(=O)Cc2ccccc2OC)CC1	0.1	-38.9	3.5	-4.5
COc1ccc(C2C(C(=O)N3CCOCC3)=C(C)NC3=C2C(=O)CC(C)(C)C3)cc1O (configuration not stated)	0.0	-0.6	1.5	-3.9
CC(C)CCC1(C2CCN(C(=O)c3cc(C(C)C)on3)CC2)NC(=O)NC1=O (configuration not stated)	0.0	1.1	1.7	8.4
CCC(C)(C(=O)NC1CCCC1)N(Cc1ccco1)C(=O)CNC(C)=O (configuration not stated)	0.1	3.4	-0.4	3.2
CCOC(=O)/C(C(N)=NC(C)C)=C(/O)c1ccccc1	-0.1	2.1	3.1	-9.1
CC(C)CN(CC(C)C)C(=O)CS(=O)(=O)Cc1ccccc1	0.1	35.0	-0.1	1.9
CCCCN(C)Cc1c(C)[nH]c2ccc(C)cc2c1=O	0.0	-7.2	-1.6	-2.0
O=C(NCCc1c[nH]c2ccccc12)C1CCCN(c2ccc(-c3cccs3)nn2)C1 (configuration not stated)	0.0	-1.6	-0.1	-3.9
COC(=O)C(NC(=O)Nc1ccc(OC(F)(F)F)cc1)(Nc1cccc(C(F)(F)F)c1)C(F)(F)F (configuration not stated)	0.2	13.6	0.5	-1.3

Single records, as listed above:
COC(=O)C(CCSC)NC(=O)C1CC(Cc2ccc3c(c2)OCO3)=NO1 (configuration not stated) reads FBW7 activator: 0.0; MITF inh: -23.6; GPR151 ag: 0.0; TEAD-YAP block: -34.4
CCC(C)(C(=O)NC1CCCC1)N(Cc1ccco1)C(=O)CNC(C)=O (configuration not stated) reads FBW7 activator: 0.1; MITF inh: 3.4; GPR151 ag: -0.4; TEAD-YAP block: 3.2
CC(C)CN(CC(C)C)C(=O)CS(=O)(=O)Cc1ccccc1 reads FBW7 activator: 0.1; MITF inh: 35.0; GPR151 ag: -0.1; TEAD-YAP block: 1.9

Additional compounds follow.
SMILES	FBW7 activator	MITF inh	GPR151 ag	TEAD-YAP block
COc1ccc(-c2oc(NC(=O)CCl)c(C#N)c2-c2ccc(OC)cc2)cc1	0.1	10.8	-0.3	22.1
CCOC(=O)N1CCN(C(=O)Cn2ncc3ccsc3c2=O)CC1	0.0	12.4	-0.3	7.3
O=C1NC2(CCN(C(=O)c3ccncc3)CC2)Oc2ccccc21	0.0	6.7	-1.1	-1.6
CCOc1c(Cl)cc(C(=O)O)cc1Cl	0.0	1.0	-0.7	3.3
c1ccc2c(OCCOCCN3CCCCC3)cccc2c1	-0.1	-0.1	-0.4	-5.4
O=C(CN1CCN(CC(=O)Nc2ccc(OCc3ccccc3)cc2)CC1)Nc1ccc(F)cc1	0.0	3.5	-0.9	18.8
CC(C)NC(=S)N1CCN(Cc2ccc3c(c2)OCO3)CC1	0.5	-13.3	0.8	-9.5
CCC(CC)C(=O)Nc1ccc(S(=O)(=O)Nc2cnc3ccccc3n2)cc1	-0.1	-10.6	-1.0	-4.5
CCCOc1ccc(CCc2n[nH]c(=S)n2-c2ccccc2)cc1	0.0	3.0	1.0	2.2
COc1ccccc1C1CC(=O)N2C(=C1C#N)SCC2(O)c1ccc(Cl)cc1 (configuration not stated)	-0.2	-14.1	-0.1	-7.9
c1ccc(CN2CCN(Cc3nnnn3Cc3ccc4c(c3)OCO4)CC2)cc1	0.7	-3.6	-1.5	-3.2
N#Cc1ccccc1CSc1nc2ccccc2[nH]1	0.1	17.5	-2.4	-26.9
Cc1[nH]c(=O)[nH]c(=O)c1S(=O)(=O)NCc1cccnc1	0.1	-8.5	-0.2	4.3
Cc1ccc(-c2cc(C(=O)Nc3cccc(S(=O)(=O)N(C)C)c3)c3ccccc3n2)o1	0.0	-13.5	0.4	2.2
COc1cc2c(cc1OC)CN(C(=S)NS(=O)(=O)c1ccc(C)cc1)CC2	0.0	-25.2	-1.1	-0.6
CC(C(=O)Nc1ccccn1)N1C(=O)C2C3C=CC(C3)C2C1=O (configuration not stated)	0.0	16.6	-0.7	2.0
COc1ccc(CCn2ccc(-c3sc(NCc4cnn(C)c4)nc3C)n2)cc1	0.0	-1.1	-0.3	-22.8
O=C(CN1CCN(c2ccc([N+](=O)[O-])cc2)CC1)Nc1ccccc1C(F)(F)F	0.2	15.1	-1.8	-9.6
O=C(c1cc(Br)ccc1Cl)N1CCN(c2ccc([N+](=O)[O-])cc2)CC1	-0.2	-1.9	-1.7	-7.8
C=CC[n+]1c(C)n(CC)c2cc(C(=O)OCC)ccc21	0.7	2.0	0.7	-2.5
COc1ccc2c(=O)c(-c3ccccc3OC)c(C(F)(F)F)oc2c1	0.0	-3.8	0.7	6.9
CCc1ccc2[nH]c(C)c(CN3CCOCC3)c(=O)c2c1	0.0	4.6	1.5	-2.8
CCOC(=O)/C=C(/N/C(=C/C(=O)OCC)C(=O)OCC)C(=O)OCC	0.2	-6.7	0.0	2.7
CCCCC(=O)Nc1nc2ccc(SC)cc2s1	0.0	7.5	0.4	-29.3
COc1ccc(OC)c(-c2cc(Cl)c3c(c2)CC(CNC(=O)CN2CCCC2)O3)c1 (configuration not stated)	0.2	3.1	-0.6	10.1
COC(=O)Cc1csc(=Nc2ccccc2)n1-c1ccccc1	-0.1	18.4	0.0	-10.2
C=CCn1c(SCC(=O)Nc2ccc(C)c(C)c2)nc2scc(-c3ccccc3)c2c1=O	0.0	3.0	-0.8	0.1
O=C(NCc1ccccc1)NC(=O)c1ccc(Cl)cc1	0.7	2.7	4.5	10.1
COc1cc(NC(=O)NCc2ccc(F)cc2)c2ncccc2c1	-0.7	-8.5	-0.5	3.5
CCC1(CC)Nc2ccccc2C(=O)N1c1ccc(C)cc1	-0.1	7.0	-3.0	-40.1
C=CC(=O)Nc1ccc(OC)cc1OC	1.7	15.4	-0.6	43.2*
CC(=O)NC1C(=O)N=C(SCC(=O)NC(C)c2ccccc2)NC1=O (configuration not stated)	-0.5	1.4	-0.2	-0.2
COC(=O)c1ccc(COC(=O)Cn2nnc3ccccc32)cc1	0.3	7.2	-0.5	-26.1
O=C1c2ccccc2C(=O)N1CCC(c1ccc(F)cc1)c1ccco1 (configuration not stated)	0.2	-12.1	0.3	-8.9
Cn1ccc(-c2cc(Nc3ccc(-n4cnc(-c5ccccn5)n4)cc3)ncc2F)n1	-0.1	-14.6	-0.2	0.4
CN(C)S(=O)(=O)c1ccc(Cl)c(C(=O)OCC(=O)Nc2ccc(Cl)cn2)c1	0.0	6.3	-1.2	9.2
Cc1ccc(C)c(NC(=O)c2cc(Br)ccc2Cl)c1	0.0	-6.0	0.7	9.1
O=C1C(Cc2c[nH]c3ccccc23)NC(=S)N1c1ccccc1 (configuration not stated)	0.0	29.7	2.7	3.3
Cc1ccc(-c2nc(-c3ccc(F)cc3)[nH]c2-c2ccccc2)cc1C	-0.1	-14.9	0.3	10.7
CCOC(=O)C1CCN(C(=O)C23CC4CC(C2)CC(n2nnc(C)n2)(C4)C3)CC1	1.7	16.9	-0.3	9.4

Part of the list above, set out differently.
Values in the order: FBW7 activator, MITF inh, GPR151 ag, TEAD-YAP block
CN(C)S(=O)(=O)c1ccc(Cl)c(C(=O)OCC(=O)Nc2ccc(Cl)cn2)c1
  0.0, 6.3, -1.2, 9.2
Cc1ccc(C)c(NC(=O)c2cc(Br)ccc2Cl)c1
  0.0, -6.0, 0.7, 9.1
O=C1C(Cc2c[nH]c3ccccc23)NC(=S)N1c1ccccc1 (configuration not stated)
  0.0, 29.7, 2.7, 3.3

More results.
SMILES	FBW7 activator	MITF inh	GPR151 ag	TEAD-YAP block
N/C(=N\OC(=O)c1cccc([N+](=O)[O-])c1)c1ccc(Cl)cc1	0.1	11.1	-0.3	-2.9
COc1ccccc1CN1CCN(Cc2ccccc2[N+](=O)[O-])CC1	-0.6	78.9*	0.0	0.3
CC[C@H](Cn1nnc2ccccc2c1=O)NC(=O)C1CCC1	0.0	1.9	2.4	-4.0
Cc1ccc(CN2CCc3ccccc3C2)o1	-0.2	50.0	0.2	2.5
COC(=O)c1ccc(C(=O)OC)c(NS(=O)(=O)c2ccc(OC)c(Cl)c2)c1	-0.2	-4.5	1.0	-5.5
Cc1ccsc1-c1nc(-c2ccccc2)c(-c2ccccc2)[nH]1	-0.2	-7.2	1.2	4.7
Cn1c(=O)c2c(nc(N3CCC(C(N)=O)CC3)n2Cc2ccccc2Cl)n(C)c1=O	-0.1	7.8	0.9	8.9
Cc1ccc(NC(=O)CNCCCN2CCCC2=O)cc1S(=O)(=O)N(C)C	-0.3	23.8	-0.2	-3.8
Cc1sc2ncn(CC(=O)N3CCOCC3)c(=O)c2c1-c1ccc(Cl)cc1	-0.2	-13.6	0.8	0.7
CC(C)NC(=O)CCC(=O)N1CC(C)Oc2ccc(Cl)cc21 (configuration not stated)	0.2	-1.3	-0.3	0.5
CCOc1ccc(-c2c(C)sc(N)c2C(=O)OC)cc1	0.0	10.8	1.4	3.7
COc1ccc(S(=O)(=O)Nc2cccc(Br)c2)cc1C	0.0	-1.0	13.5*	2.4
NC(=O)C1CCN(C(=O)c2ccc3c(=O)n(Cc4ccco4)c(SCc4ccc(F)cc4)nc3c2)CC1	0.0	-2.2	0.9	0.1
CCC(CO)NCC(=O)Nc1ccc(C)cc1F (configuration not stated)	-0.1	-2.9	-1.7	-13.1
CCOC(=O)CCN1C(=O)CCC1CCNCc1ccc(C(=O)OC)cc1 (configuration not stated)	0.1	0.4	-1.1	3.6
CCOC(=O)n1ccn(C)c1=S	0.8&-0.1	3.9&16.1	0.3&0.5	3.8
O=C(CCSc1ccc(Cl)cc1)Nc1ccc2c(c1)OCCO2	-0.2	-11.0	4.5	-11.4
CCCCCCc1cc2cc(-c3csc(NC(=O)CCC(=O)N4CCCC4)n3)c(=O)oc2cc1O	0.1	1.2	-1.8	-5.1
C[C@@H](O)[C@@H]1NC(=O)[C@H]2CN(S(=O)(=O)c3ccccc3F)CCN2C1=O	-0.2	-1.9	0.4	-0.5
CCn1c(=NC(=O)c2ccc(C(C)=O)cc2)sc2cccc(OC)c21	-0.1	0.6	3.8	0.6
CCS(=O)(=O)c1ccc2c(c1)N(Cc1ccc(C)cc1)C(=O)C(C)O2 (configuration not stated)	0.4	-16.8	0.1	4.1
Cn1c(C(O)(c2ccccc2)C(O)c2cccs2)nc2ccccc21 (configuration not stated)	0.1	-2.8	-0.9	-0.6
NS(=O)(=O)c1ccc(CCNC(=O)CCCn2c(SCc3cccc(F)c3)nc3ccsc3c2=O)cc1	0.0	-6.8	0.2	12.2
CN(C)S(=O)(=O)c1cc(C(=O)O)c(Cl)cc1Cl	0.1	9.4	-0.1	6.4
O=C(NC1CCCCCC1)C1CCC(CNS(=O)(=O)c2cccs2)CC1 (configuration not stated)	0.1	-4.8	0.4	11.2
CC(Sc1nnc(NC2CCCCC2)s1)C(=O)NCc1ccccc1 (configuration not stated)	0.4	12.2	-0.8	2.5
Cc1nc2c(-c3ccccc3)c(C)nn2c(C)c1CCC(=O)Nc1ccc2c(c1)OCCO2	0.2	3.3	0.6	9.3
